Screens as filed in PubChem.
Scp-1 inhibitor = inhibitors of human Scp-1 phosphatase | Q9GZU7 | inhibition, % at 20 µM | 0.88% of 340,000 active | AID 493091 | Recombinant Scp1, phosphopeptide, malachite green phosphate absorbance;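 active = inhibition above about 50% at 20 µM, limit read from the data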;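 also: plate controls were DMSO wells with enzyme for no effect and wells lacking enzyme for full effect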
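Test system: SCP-1 phosphatase catalytic domain, residues 76-261; measured by: colorimetric phosphate reagent with accelerator and stabiliser, absorbance at 630 nm; timing: enzyme reaction 45 min at room temperature, colour 5 min, stabilisation 30 min; also added: Phosphorylated 17-residue peptide substrate; compound dosing: one concentration, 20 µM, with 1.0% DMSO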
Neddylation inh = cullin neddylation inhibition; AID 651699; TR-FRET cullin neddylation, biochemical; P61081+Q13564; calls only at 25 µM; 0.58% of 360,000 active; in the data active = inhibition above about 36%
LMPTP block = blocks human LMPTP phosphatase; inhibition, % at 20 µM; P24666; recombinant LMPTP-A, OMFP fluorogenic substrate, fluorescence intensity; 0.22% of 360,000 active;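 active = compounds that cut the enzyme signal by at least half of the control window in the single-dose screen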;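 also: plate controls were DMSO wells with enzyme plus substrate for no effect and substrate without enzyme for full effect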
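Test system: LMPTP-A phosphatase enzyme. Amount: LMPTP-A at 0.625 nM final in the reaction. Reagent: OMFP substrate, 400 µM final. Times: 50 min at room temperature. Signal: endpoint fluorescence intensity from OMFP dephosphorylation. Read-out basis: % inhibition. Benchmarks: no-enzyme and uninhibited controls.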
SKN-1 block = inhibitors of C. elegans SKN-1. C. elegans VP596 Pgst-4::GFP/RFP ratio, acrylamide-induced, 24 h. inhibition, % at 21.8 µM. 0.49% of 360,000 active. AID 624304;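 active = interference check ratio from 0.5 to 1.5 plus GFP to RFP signal ratio inhibition reaching or exceeding a fixed threshold, cut at about 30% in these data, passing the limit was not always enough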; also: some compounds called inactive have numbers as strong as hits
CendR NRP1 mod = modulators of CendR peptide binding to human neuropilin-1 | O14786 | FAM-RPARPAR peptide binding to NRP-1, fluorescence polarization | inhibition, % at 25 µM | 0.85% of 360,000 active;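 active = inhibition or corrected inhibition above about 18%, plus a signal ratio from 0.5 to 1.5, limit read from the data, passing the limit was not always enough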; also: strong numbers were not always called active
Tb MetRS inh = blocks T. brucei methionyl-tRNA synthetase activity | purified T. brucei MetRS, ATP depletion, Kinase-Glo luminescence | inhibition, % at 11.9 µM | 0.4% of 360,000 active;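 active = inhibition above a per-plate cutoff of the control wells' mean inhibition plus 3 SD, cut at about 5.5% in these data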;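 also: 0% = DMSO wells median and 100% = median of wells with control inhibitor compound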
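Material: T. brucei methionyl-tRNA synthetase, purified; reagent: substrates ATP, L-methionine and bulk Escherichia coli tRNA; dosing: 11.9 µM single point; timing: 15 min plus 2 h at 25 °C; detection: luminescence of leftover ATP; evaluation: % inhibition; control set: DMSO-only wells as low control; replicates: singlicate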
STEP block = STEP (human) phosphatase inhibition; 0.25% of 360,000 active; recombinant STEP, OMFP fluorogenic substrate, fluorescence; P54829; inhibition, % at 20 µM; AID 588621;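 active = inhibition at 20 µM, scaled per plate between control wells, above about 37%, limit read from the data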;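 also: 0% = DMSO with enzyme and substrate and 100% = substrate only without enzyme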
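Measure: Control-normalized % inhibition with plate pattern correction | Test system: STEP phosphatase, cell-free reaction | Medium: pH 6.0 Bis-Tris with DTT and Tween 20 | Technique: Fluorescence, 480/540 nm | Times: Reaction 20 min, ambient temperature | Doses: Single compound dose of 20 µM, 1% DMSO final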
NadD block = blocks S. aureus nicotinate mononucleotide adenylyltransferase. 0.78% of 360,000 active. inhibition, % at 20 µM. AID 602399. purified NadD enzyme, colorimetric absorbance read-out; in the data active = inhibition above about 26%; also: some compounds past the cut are filed as inactive
DNMT1 block = inhibitors of human DNMT1. AID 588458. DNMT1 molecular beacon, Hinp1I cleavage, fluorescence. 0.83% of 360,000 active. P26358. inhibition (reported as % activation of signal), % at 10 µM; in the data active = inhibition above about 50%
Target sequence (P26358 504-1616 limits assumed): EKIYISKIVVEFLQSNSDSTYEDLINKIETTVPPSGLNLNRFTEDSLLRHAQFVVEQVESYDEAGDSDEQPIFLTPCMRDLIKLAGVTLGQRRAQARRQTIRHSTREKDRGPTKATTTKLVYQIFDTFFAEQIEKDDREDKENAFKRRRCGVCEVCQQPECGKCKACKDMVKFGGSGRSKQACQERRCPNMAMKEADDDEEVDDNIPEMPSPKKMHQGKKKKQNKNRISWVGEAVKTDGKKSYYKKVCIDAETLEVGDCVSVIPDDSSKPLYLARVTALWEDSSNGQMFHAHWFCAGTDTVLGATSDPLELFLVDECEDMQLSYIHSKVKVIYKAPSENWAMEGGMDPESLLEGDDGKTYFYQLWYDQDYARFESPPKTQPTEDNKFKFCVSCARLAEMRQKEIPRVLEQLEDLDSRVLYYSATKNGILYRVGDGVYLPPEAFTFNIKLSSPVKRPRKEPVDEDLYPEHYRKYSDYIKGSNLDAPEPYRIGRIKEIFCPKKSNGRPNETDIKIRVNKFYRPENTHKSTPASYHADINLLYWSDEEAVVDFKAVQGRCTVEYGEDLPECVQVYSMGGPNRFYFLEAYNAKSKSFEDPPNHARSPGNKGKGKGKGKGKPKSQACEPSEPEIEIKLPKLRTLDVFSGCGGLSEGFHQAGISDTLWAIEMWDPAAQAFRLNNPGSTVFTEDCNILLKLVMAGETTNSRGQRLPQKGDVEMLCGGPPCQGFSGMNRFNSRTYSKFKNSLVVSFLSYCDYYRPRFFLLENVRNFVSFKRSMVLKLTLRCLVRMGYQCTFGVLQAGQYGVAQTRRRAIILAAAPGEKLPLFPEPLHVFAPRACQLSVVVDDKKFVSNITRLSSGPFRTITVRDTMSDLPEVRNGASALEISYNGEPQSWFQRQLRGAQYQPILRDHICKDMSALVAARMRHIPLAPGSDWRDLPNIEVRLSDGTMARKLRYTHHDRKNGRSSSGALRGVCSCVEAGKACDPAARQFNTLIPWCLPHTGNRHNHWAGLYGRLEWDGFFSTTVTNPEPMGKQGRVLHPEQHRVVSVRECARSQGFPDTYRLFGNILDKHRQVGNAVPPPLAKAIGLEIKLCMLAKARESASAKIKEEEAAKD
SUMO1 PPI mod = alters human SUMO1 binding to SIM partners | P63165 | SUMO1 binding to a labelled peptide, TR-FRET, 1 h | inhibition, % at 20 µM | 0.33% of 360,000 active; in the data active = inhibition above about 37%
* hit, by the source's call; i = inactive; / = not tested or not shown; & = joins results of further samples.

smiles	SKN-1 block	Tb MetRS inh	DNMT1 block	Neddylation inh	Scp-1 inhibitor	NadD block	LMPTP block	CendR NRP1 mod	STEP block	SUMO1 PPI mod
COCCNC(=O)Cn1nc(-c2ccc(C)cc2)ccc1=O	-8	0.5	-4	i	-2	3	-2.0	13	-2	-15
O=c1cc(Cn2ccnc2)c2cc(O)ccc2o1	21	-0.1	5	i	-10	1	2.6	10	0	-8
Cc1c(Cl)cccc1NC(=O)Nc1ccc(C(=O)N2CCCC2)cc1	-5	-1.2	3	i	-2	3	0.0	-14	1	2
CCc1sc(NC(C)=O)nc1-c1ccccc1	-7	-1.1	0	i	0	1	-0.8	7	-4	-1
O=C(OCc1ccccc1)/C(=C/c1ccc(Cl)cc1)NC(=O)c1ccccc1Cl	-9	-0.1	1	i	-6	-5	-2.3	-12	-4	-4
COC(=O)c1ccc(S(=O)(=O)NCc2ccc(S(N)(=O)=O)cc2)o1	9	-0.4	0	i	-3	-2	-0.4	5	3	8
CCCCn1nnc(NC(=O)c2ccc([N+](=O)[O-])cc2Cl)n1	-6	0.8	3	i	-4	-2	0.2	11	0	-35
O=C(CSc1ccc([N+](=O)[O-])cn1)Nc1ccc2c(c1)OCCO2	14	-0.4	-1	i	-8	-2	-0.3	9	-3	-24
CN(Cc1cccc(Cl)c1)C(=O)C1CCC(=O)N(C2CC2)C1 (stereo unspecified)	2	-0.7	-2	i	2	2	-2.5	1	-3	-3
Cc1cc(S(=O)(=O)N2CCOCC2)ccc1OCC(=O)N1CCCCC1	11	-0.1	1	i	0	0	-1.1	5	-3	3
O=C(NC(=S)Nc1ccc(N2CCOCC2)cc1)c1cccs1	-2	-0.2	-4	i	-4	-6	-0.1	1	-1	-4
CCCN(Cc1nc2cc(Cl)ccc2c(=O)[nH]1)C(=O)c1ccc(S(=O)(=O)N2CCCC2)cc1	-2	-0.3	-4	i	-5	10	0.5	-8	-1	-3
Cn1c(=O)c2ccccc2n(Cc2cccc(F)c2)c1=O	4	-1.0	-1	i	15	0	0.4	4	0	-3
COCCNC(=O)c1cccc2c(-c3cccc(C(N)=O)c3)coc12	7	-0.3	2	i	/	-4	-0.4	6	-1	4
COC(=O)C[C@@H]1CC[C@@H](NC(=O)Nc2cc(F)ccc2F)[C@@H](CO)O1	14	-0.4	/	i	/	/	-0.4	-2	/	4
FC(F)(F)c1nnc2sc(-c3cccs3)nn12	-10	-0.9	0	i	-4	1	0.0	6	0	-1
CCn1nc(NC(=O)c2ccncc2)c2cc3cc(C)ccc3nc21	28	-1.7	-5	i	-12	4	0.5	-3	3	-17
O=C(COc1ccc(F)cc1F)NNC(=O)Nc1cccc([N+](=O)[O-])c1	14	0.3	1	i	6	2	0.1	12	-1	-32
O=C(CCCCn1c(=O)c2ccccc2n(CC(=O)Nc2ccccc2)c1=O)NCc1ccco1	20	-0.1	-4	i	-3	3	-0.3	0	-2	3
Cc1ccc(-c2nc(CN(C)C3CCOC3)c(C)o2)s1 (stereo unspecified)	4	-0.3	-1	i	-1	-3	0.6	-14	-2	-2
CSc1ncccc1C(=O)OCC(=O)NC1CCCC1	-2	-0.4	1	i	-6	-3	-1.8	16	-2	3
CCc1ccc(/C=C2\SC(=S)N(CCCC(=O)N(CCO)c3ccccc3)C2=O)cc1	-21	-0.2	-26	i	/	-2	7.2	28*	4	-19
O=C(c1ccncc1)c1ccc(N2CCN(C3CC(=O)N(Cc4ccccc4)C3=O)CC2)cc1 (stereo unspecified)	-4	15*	-3	i	-8	5	0.5	-23	0	-27
Cc1nc2cc(NS(=O)(=O)c3ccccc3F)ccc2s1	7	-0.3	0	i	-4	0	-1.8	9	-2	4
Cc1ccc(NC(=O)CN(C)C(=O)c2cccc(-n3cccc3)c2)cc1	11	2.2	100*	i	91*	-1	18	-26	9	48*

Record cards, as listed above.
Cc1cc(S(=O)(=O)N2CCOCC2)ccc1OCC(=O)N1CCCCC1 across the screens: SKN-1 block: 11; Tb MetRS inh: -0.1; DNMT1 block: 1; Neddylation inh: i; Scp-1 inhibitor: 0; NadD block: 0; LMPTP block: -1.1; CendR NRP1 mod: 5; STEP block: -3; SUMO1 PPI mod: 3
CN(Cc1cccc(Cl)c1)C(=O)C1CCC(=O)N(C2CC2)C1 (stereo unspecified) across the screens: SKN-1 block: 2; Tb MetRS inh: -0.7; DNMT1 block: -2; Neddylation inh: i; Scp-1 inhibitor: 2; NadD block: 2; LMPTP block: -2.5; CendR NRP1 mod: 1; STEP block: -3; SUMO1 PPI mod: -3

Next structures
smiles	SKN-1 block	Tb MetRS inh	DNMT1 block	Neddylation inh	Scp-1 inhibitor	NadD block	LMPTP block	CendR NRP1 mod	STEP block	SUMO1 PPI mod
O=C(CN1C(=O)NC2(CCCCCCC2)C1=O)NC(=O)NCc1ccco1	9	-0.9	-3	i	2	3	1.2	-6	-2	-3
CN1C(=O)CC(NNC(=O)c2ccccc2)C1=O (stereo unspecified)	12	-0.9	-1	i	-5	1	-0.7	-4	-1	-2
Cc1ccccc1CSCCNC(=O)CCSc1ccccc1	12	-0.6	-4	i	-9	-7	0.6	3	-1	-3
CCN(CC)Cc1c(O)ccc2occ(C(=O)c3ccc(OC)cc3)c12	-19	1.2	-1	i	0	-1	2.5	-9	1	-7
N#C/C(=C\c1ccc(N2CCCCC2)o1)C(N)=O	26	0.3	6	i	-9	5	15	-187	5	-31
COCCCn1c(=O)c2sccc2n2c(CCCC(=O)NCc3ccccc3)nnc12	3	-0.5	1	i	-6	-3	-0.6	-7	-1	3
COc1ccc(CN2CC(C(=O)NCC3CCCO3)CC2=O)cc1 (stereo unspecified)	-26	-1.1	1	i	-5	-7	-1.1	-3	2	-2
O=C(c1n[nH]c2ccccc12)N1CCN(S(=O)(=O)c2ccc3ccccc3c2)CC1	0	0.0	-12	i	-13	7	3.8	47*	-2	-4
CC(C)c1ccc(S(=O)(=O)/N=C2/C=C(Sc3ncn[nH]3)C(=O)c3ccccc32)cc1	3	1.4	32	i	2	83*	8.8	-6	15	92*
CCCc1cc(=O)oc2cc(C)cc(OCC(=O)N[C@@H](CSCc3ccccc3)C(=O)O)c12	15	-0.1	1	/	-1	5	-0.4	-12	3	1
COCCCn1c(C(C)C)nc2oc3cc(OC)ccc3c(=O)c2c1=O	1	-0.2	1	i	-5	-5	-1.7	-10	-3	4
CC(=O)Nc1c([N+](=O)[O-])cc(C)c(Cl)c1[N+](=O)[O-]	7	-0.5	3	i	-8	-3	-1.6	2	-2	-14
CC(C)Oc1ccc(N2CC(C(=O)Nc3ccc(N4CCOCC4)cc3)CC2=O)cc1 (stereo unspecified)	-11	-0.8	-2	i	1	-2	-1.2	-8	3	2
COc1ccc(C(O)c2nc(-c3cccc(C(C)C)c3)cs2)cc1 (stereo unspecified)	20	0.7	5	i	/	-8	2.5	-6	-3	2
c1ccc(-c2nnc(-c3c[nH]c4ccccc34)nc2-c2ccccc2)cc1	-2	-1.1	-8	i	-2	28	3.5	-2	0	-2
Cc1ccc(NC(=O)c2ccc(S(=O)(=O)N3CC(C)CC(C)C3)cc2)cc1S(=O)(=O)N1CCOCC1 (stereo unspecified)	7	-0.3	1	i	-10	6	2.0	1	0	4
COc1ccc(CCNC(=O)CCc2ccc(S(=O)(=O)NCC(C)C)cc2)cc1	18	-0.2	-3	i	-9	-6	-1.0	-1	4	-3
COC(=O)C1(Cc2cc(-c3ccc(OC)cc3OC)no2)CCN(C(=O)OC(C)(C)C)CC1	15	-0.3	1	i	-6	-1	0.4	-7	0	1
CC(C)[N+]1(C)[C@@H]2CC[C@H]1CC(OC(=O)C(CO)c1ccccc1)C2 (stereo partly specified)	2&20&0	-0.6&-0.2&-0.9	-2&0&0	i	-28&-6&-6	4&3&1	-2.4&-1.5&1.4	9&1&-6	-1&-3&-1	-3&3&3
O=C(CCNC(=O)c1ccc([N+](=O)[O-])cc1)NCc1cccs1	5	-0.1	7	i	-4	1	-1.0	-1	-3	-31
CCOC(=O)Cc1csc(NC(=O)Nc2cccc(OC)c2)n1	-1	0.2	-1	i	-1	-5	0.0	6	0	1
CCSc1nc2ccc(N3C(=O)C4C5C=CC(C5)C4C3=O)cc2s1 (stereo unspecified)	4	0.5	2	i	2	11	-1.7	-3	-3	2
O=c1[nH]c2cc3c(cc2cc1C(c1nnnn1CC1CCCO1)N1CCCC1)OCO3 (stereo unspecified)	-1	0.5	0	i	-3	0	-0.1	9	-2	-6
NC(=O)Nc1ccc(Oc2c(F)c(F)c(F)c(F)c2F)cc1	12	-1.1	2	i	4	-20	-0.4	40*	-5	1
COc1ccccc1C(=O)NC(CCSC)C(=O)NNC(=O)c1ccc(F)cc1 (stereo unspecified)	-4	-0.4	-3	i	-6	-4	-0.9	-5	2	-8
CCn1cc(CN2CCC(C(=O)Nc3cccc(-c4cccc(OC)c4)c3)CC2)c(C)n1	0	-0.1	1	i	-12	-4	0.2	9	0	-3
Cc1ccc(S(=O)(=O)NC(=O)c2ccc(Br)o2)c(C)c1	-8	-0.5	4	i	-12	-1	-1.1	7	3	0
Cn1nc(-c2ccc(Cl)cc2)c2cc(C(=O)NCC3CCCO3)sc21 (stereo unspecified)	2	0.4	13	i	-9	-7	2.2	0	2	-7
Cc1ccc(NC(=O)c2sc3nc(C)cc(C)c3c2N)cc1	14	-1.1	1	/	15	3	2.1	3	-1	-23
COc1ccccc1OCc1csc(N)n1	1	0.2	-3	i	0	1	0.6	-8	0	3
Cc1cccc(NC(=O)c2ccc(OCc3c(C)noc3C)cc2)c1	0	-0.2	1	i	-13	-7	1.1	29*	0	-1
CCC(=O)N1CCN(c2ccc(NC(=S)NC(=O)c3ccc(OC)c([N+](=O)[O-])c3)cc2)CC1	-5	0.2	-7	i	-10	-4	0.2	-8	2	-21
CN1CCN(NC(=O)CSc2ccc(Cl)cc2Cl)CC1	2	-0.3	-5	i	-1	0	-2.1	2	2	0
N#Cc1c(C(F)(F)F)cc(C2CC2)nc1N1CCCC1	-9	0.6	-4	/	-5	4	1.0	-1	2	2
Cc1ccccc1CSc1nnc(-c2ccncc2)o1	1	-0.3	0	i	-7	1	-1.6	14	0	-1
CCCc1cc(=O)[nH]c(SCC(=O)Nc2sc3c(c2C#N)CCC(C)C3)n1 (stereo unspecified)	11	-1.1	-8	i	3	28*	4.7	-20	1	10
CCNC(=S)N/N=C1\CCCCc2ccccc21	15	-0.5	11	i	-2	7	0.2	-7	-3	-3
